GRP78 ERSR act = ER stress response induction in glioma | U87-MG GRP78 promoter luciferase reporter, 16 h | Potency, µM, without a hit: top-dose activation, most hits filed as activators | 420,000 compounds, 0.02% hits | AID 602332; further: potency means the concentration at half of the fitted maximal effect; series mostly up to about 76 µM; % of control where 0% means no effect; nearly all actives have a fitted effect of over 35% in size
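Stably transfected U87-MG human glioma cells carrying a GRP78-based luminescent sensor were seeded at 1000 cells/well, pin-dosed with compounds and incubated 16 h. Luciferase reagent was then added, and end-point luminescence was read after 10 min at room temperature.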
D2 agonist = activates the human D2 dopamine receptor. activation, % at 2 µM. 340,000 compounds, 0.53% hits. P14416. HEK293 T-REx D2 cells, calcium flux agonist mode;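 active means activation over 3 SD above normal in the single-dose calcium agonist read, cut at about 30% in these data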; further: 0% is about no effect
Target sequence (P14416 whole entry, looked up): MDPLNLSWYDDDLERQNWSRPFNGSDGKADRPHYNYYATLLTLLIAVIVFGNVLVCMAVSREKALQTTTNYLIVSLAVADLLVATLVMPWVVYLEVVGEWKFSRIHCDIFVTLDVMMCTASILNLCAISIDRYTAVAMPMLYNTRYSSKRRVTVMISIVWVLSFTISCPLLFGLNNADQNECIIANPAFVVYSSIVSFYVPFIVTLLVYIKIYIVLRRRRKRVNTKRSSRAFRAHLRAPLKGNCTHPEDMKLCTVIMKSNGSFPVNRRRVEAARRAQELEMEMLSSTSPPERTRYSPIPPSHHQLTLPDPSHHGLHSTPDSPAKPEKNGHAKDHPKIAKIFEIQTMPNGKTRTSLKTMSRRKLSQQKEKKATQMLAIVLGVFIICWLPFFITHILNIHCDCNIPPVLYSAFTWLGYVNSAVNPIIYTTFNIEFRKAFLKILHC
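Tetracycline-induced HEK293 T-REx cells with force-coupled D2 receptor, plated overnight at 30 C, loaded with no-wash calcium dye. After a 10 s baseline, compound was pin-added and calcium flux read kinetically for 180 s; calcium rises flagged agonists.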
D2 antagonist = antagonizes the human D2 dopamine receptor; P14416; HEK293 TREx D2 cells, calcium flux, dopamine EC80; inhibition, % at 10 µM; 340,000 compounds, 2% hits; in the data active means inhibition above about 30%; further: 0% is about no effect
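Cells plated overnight at 30 C with tetracycline; no-wash calcium dye, 30–90 min RT; 10 s baseline; compound pinned; 180 s read; EC80 dopamine added; another 180 s read.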
ERG-DNA inh = ERG Ets/DNA interaction inhibition | fluorescence polarization, His-ERG Ets domain / labelled DNA | Potency, µM (doses to about 76.9 µM), inactives show at the top dose FP activity, negative = inhibition, actives largely listed as inhibitors | 370,000 compounds, 0.028% hits; active means well fitted inhibition curve with a large enough effect in the polarisation, with a control signal flat; inconclusive means small, poorly fitted or top-dose-only effect, or effect the other way, or a change in a side signal; inactive means no such curve, though single readings can be large or run the other way; the % refers to the polarisation;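 further: polarization taken with two DNA probes labelled with fluorescein and Texas red; potency means the concentration at half of the fitted maximal effect; % of control where 0% means no effect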
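His-tagged ERG Ets domain (1 uM in the protein solution; 300mM KCl, 50mM Tris-HCl, 1mM EDTA, 1mM DTT, pH 7.5) received compound, then a probe mix of 5 nM fluorescein-DNA and 100nM Texas-615-DNA. Fluorescence polarization was read for both dyes.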
12-LOX inh = ALOX12 (human) lipoxygenase inhibition. P18054. purified 12hLO, xylenol orange hydroperoxide absorbance. Potency, µM (doses to about 108 µM), inactives show at the highest dose activity change, negative = inhibition, most hits filed as inhibitors. 580,000 compounds, 1.1% hits; further: potency means the concentration at half of the fitted maximal effect; on the % scale 0 is the no-effect control and ±100 the full control effect
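Purified human 12hLO (150 nM final) in 25 mM Hepes, 0.01% Triton X-100, pH 7.0 was preincubated 15 min at room temperature with compound. Then 40 uM arachidonic acid was added, 30 min. Hydroperoxide was read by Fe-XO absorbance ratio 573/405 nm.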
LDHA block = inhibitors of human lactate dehydrogenase A; P00338; purified LDHA, NADH/diaphorase-resazurin fluorescence; active compounds read low; activity change, % (values are at about 110 or 230 µM); 480,000 compounds, 0.15% hits; in the data active means activity change below about -30%; inconclusive means mostly about -25% to -30%;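 further: plate controls were DMSO wells for no effect and wells without enzyme for full effect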
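Resorufin fluorescence (ex540/em590), read at 0 and 20 min after diaphorase/resazurin addition, reports the NADH left after a 5 min room-temperature reaction of 2 nM human LDH5 with 0.06 mM NADH and 0.2 mM pyruvate.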
Vif-A3G inh = inhibitors of Vif-APOBEC3G interaction | 410,000 compounds, 0.076% hits | Q9HC16 | HeLa A3G-eYFP + Vif (tagged APOBEC3G with the HIV-1 protein that degrades it), YFP fluorescence, overnight | Potency, µM (doses to about 46.1 µM), without a hit: at the highest dose activity, negative = active, usual class: inhibitors | AID 602310;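 further: potency means the concentration at half of the fitted maximal effect; on the % scale 0 is the no-effect control and ±100 the full control effect; nearly all actives have a fitted effect of over 60% in size; hits raise eYFP signal because A3G escapes Vif-driven loss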
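HeLa cells stably expressing Vif and C-terminally eYFP-tagged A3G, seeded overnight at 37 deg C, then exposed to compound by pintool overnight at 37 deg C. Rise in yellow fluorescence (Ex 488/Em 500-530, Acumen) marks blocked Vif-driven A3G degradation.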
Vif-APOBEC3F blk = inhibitors of Vif-A3F interaction; HeLa A3F-eYFP + Vif (tagged APOBEC3F with the HIV-1 protein that degrades it), YFP fluorescence increase; Potency, µM (top dose mostly 46.1 µM), for the others: at the highest dose activity, negative = active; 390,000 compounds, 0.2% hits; AID 602313; further: potency means the concentration at half of the fitted maximal effect; % of control where 0% means no effect; nearly all actives have a fitted effect of over 65% in size
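HeLa cells stably expressing Vif plus C-terminally eYFP-tagged A3F were seeded, incubated overnight at 37 deg C, dosed with compound, incubated overnight again at 37 deg C. Yellow fluorescence (Ex 488/Em 500-530) reported blocked Vif-mediated A3F-eYFP degradation.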
RGS4 inh = human RGS4 inhibition; P49798; Transcreener GDP fluorescence polarization, RGS4-accelerated GTP hydrolysis; Potency, µM (highest dose often 114 µM), inactives show at the highest dose activity change, negative = inhibition, hits mostly inhibitors; 390,000 compounds, 0.039% hits; AID 504845; further: potency means the concentration at half of the fitted maximal effect; on the % scale 0 is the no-effect control and ±100 the full control effect; nearly all actives have a fitted effect of over 75% in size; some results filed as inactive show a strong effect at the top dose
Target sequence (P49798 whole entry, looked up): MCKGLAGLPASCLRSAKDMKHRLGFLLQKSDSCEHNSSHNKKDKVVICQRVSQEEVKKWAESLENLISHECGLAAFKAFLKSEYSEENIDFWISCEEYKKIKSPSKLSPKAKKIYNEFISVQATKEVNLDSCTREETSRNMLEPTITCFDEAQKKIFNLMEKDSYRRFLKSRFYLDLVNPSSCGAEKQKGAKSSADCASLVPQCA
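MLSMR compounds (23 nl, pin-transferred) preincubated 10 min at room temperature with a 500nM (2x) first reagent, then RGS4 at 900nM (2x) plus Transcreener GDP mix added; fluorescence polarization (620/688 nm) read before and after 90 min at 30 °C.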
Numbers without * were called inactive; i = inactive; ? = inconclusive; / = not tested or not shown; & = joins results of further samples; [ ] = another dose, or the depositor's remark. Unless noted, the call rests on the fitted dose curve; in most records, active means well fitted curve in the direction sought with a large enough effect; inconclusive means small, poorly fitted or top-dose-only effect, or another doubt; inactive means no such curve, though single readings can be large; an effect the other way counts as inactive or inconclusive. These rows are one share of the data; count on the stated rates, not on these rows.

entry	structure	D2 antagonist	RGS4 inh	ERG-DNA inh	Vif-A3G inh	D2 agonist	Vif-APOBEC3F blk	LDHA block	12-LOX inh	GRP78 ERSR act
1	C=CCNC(=O)Nc1ccc(Br)cc1Cl	7.9	8.0%	5.0%	3.4%	-0.5	-14.1%	-5.9	-9.8%	1.6%
2	O=C(c1ccccc1F)N1CCCC(C(=O)N2CCN(c3ccccc3)CC2)C1 (configuration not stated)	9.6	12.8%	1.7%	1.0%	0.4	4.6%	-16.0	-25.8%	5.2%
3	Cc1ccc(C2CC(=O)C(C=NCCN3CCN(CC(=O)Nc4cc(C)cc(C)c4)CC3)=C(O)C2)cc1 (configuration not stated)	9.5	-19.0%	3.0%	0.9%	0.7	-3.4%	0.5	-5.6%	1.1%
4	CC(CCN1CCN(c2ccccc2)CC1)c1ccccc1 (configuration not stated)	72.6*	14.8%	-10.4%	1.5%	30.7*	-3.9%	0.3	?	0.8%
5	CC(C)CC(=O)NC(=S)Nc1ccccc1F	11.9	-13.2%	1.8%	-2.9%	-0.3	/	-5.1	?	-1.5%
6	COc1ccc(-c2[nH]ncc2C(=O)NCc2cccc(OC)c2)cc1	/	6.3%	-3.7%	/	/	/	-2.0	0.0%	/
7	Cc1ccc(C2=NC(=O)/C(=C/c3cc(O)c(O)c(Br)c3)S2)cc1	4.8	?	23.2%	-4.0%	1.8	1.1%	16.6	?	2.2%
8	Cc1ccc(NC(=O)c2ccc(OCc3c(C)noc3C)cc2)cc1C	/	-19.7%	-5.3%	0.2%	/	4.9%	-7.6	12.2%	1.7%
9	COc1ccc(N(C(=O)c2cccnc2)S(=O)(=O)c2ccc(OC)c(OC)c2)cc1	0.1	7.8%	1.6%	1.8%	-0.3	-6.7%	-5.5	20.0%	-3.9%
10	CCCCC(c1nnnn1CC1CCCO1)N1CCN(c2ccccc2)CC1 (configuration not stated)	-17.6	6.4%	-3.0%	1.0%	5.9	-0.8%	-7.7	-18.8%	-1.4%
11	CC(=O)c1nc(N2C(=O)C3CC=C(C)CC3C2=O)sc1C (configuration not stated)	6.0	17.0%	2.5%	-1.1%	-0.2	-1.8%	-1.1	?	1.2%
12	COc1ccccc1N1CC(C(=O)Nc2ccc3c(c2)OCO3)CC1=O (configuration not stated)	-17.5	0.2%	-17.3%	0.0%	0.5	0.8%	-2.4	-3.6%	-0.6%
13	Fc1ccc(NC(=S)NCc2ccccc2Cl)cc1	-9.5	-16.2%	-3.7%	-1.6%	1.0	3.6%	-8.8	?	-0.2%
14	Cc1cc(C)c(/C=C/c2onc(C)c2S(=O)(=O)N2CCC(C(=O)NCCc3ccccc3)CC2)c(C)c1	/	-1.4%	9.6%	5.9%	0.3	-1.6%	-3.4	-26.3%	2.6%
15	COc1ccc(S(=O)(=O)N2CCC3(CC2)OCCN3S(=O)(=O)c2cccs2)cc1	18.6	4.8%	/	0.0%	-0.2	6.4%	-3.1	-2.1%	2.8%
16	O=C(Cc1noc2ccccc12)NNC(=S)Nc1ccccc1	/	4.6%	-1.2%	2.9%	/	?	-15.6	-14.6%	5.9%
17	Cc1cc(C(=O)COC(=O)CC2Sc3ccccc3NC2=O)c(C)n1-c1ccc(Br)cc1 (configuration not stated)	-7.5	-24.6%	-5.4%	-0.9%	-0.3	10.3%	-13.9	-18.0%	1.4%
18	COC(=O)c1cc2sccc2n1Cc1ccc(F)cc1Cl	/	31.3%	-1.2%	-16.5%	0.6	-12.2%	-7.3	-17.4%	1.8%
19	O=C(COC(=O)c1cccs1)NCCN1C(=O)CSC1=O	-6.1	14.8%	2.1%	0.9%	1.5	-7.9%	-4.3	0.0%	0.2%
20	O=C(Cc1n[nH]c(=O)c2ccccc12)OCC(=O)N(Cc1ccccc1)Cc1ccccc1	4.5	10.8%	-6.4%	-9.3%	0.6	-5.9%	-10.3	43.8%[activator]	-0.7%
21	COc1cccc(C(=O)CSc2nnnn2C2CCCCC2)c1	-4.1	3.3%	2.5%	-0.9%	0.9	-16.0%	-4.1	-4.5%	4.5%
22	Cn1c(=O)c2c(ncn2CC(=O)OCC(=O)NCc2ccc(Cl)cc2)n(C)c1=O	17.6	20.8%	3.2%	0.0%	0.2	7.1%	-6.1	10.4%	-3.6%
23	CC(C)(C)n1nc(-c2ccc(Cl)cc2)c2c(N)ncnc21	1.5	?	2.5%	-22.9%&-17.4%	0.1	-23.5%	-4.3&-2.6	9.6%&0.0%	-4.3%&-1.8%&-7.2%&-1.4%
24	O=C(COC(=O)CCOc1ccccc1)NCCc1ccccc1	13.5	-22.3%	1.3%	-5.4%	-0.2	10.0%	2.4	-13.0%	-1.8%
25	O=c1[nH][nH]cc1C=Nc1cc(Cl)ccc1O	-13.7	15.9%	3.3%	-24.9%	0.3	-1.1%	7.3	-13.3%	0.8%
26	O=C(Nc1ccc(F)cc1)C1CC2CCC1C2 (configuration not stated)	/	15.3%	5.8%	2.2%	/	-1.6%	-10.4	-0.8%	1.4%
27	CCN(CC)S(=O)(=O)c1ccc(-c2nnc(SCC(=O)N3c4ccccc4CC3C)o2)cc1 (configuration not stated)	13.5	-22.4%	3.0%	-2.0%	-0.2	-0.5%	4.7	-2.9%	-1.5%
28	COc1ccc(NC(=S)N(CCCN2CCN(C)CC2)Cc2cccs2)cc1	-4.3	-9.4%	1.7%	1.1%	0.1	6.7%	-3.7	17.1%	-1.8%
29	CC(C)CCNc1nc(N)c([N+](=O)[O-])c(NCC2CCCO2)n1 (configuration not stated)	24.2	14.2%	10.9%	-3.6%	32.5*	2.4%	-4.7	1.7%	-4.6%
30	O=C(O)C1C2C=CC(C2)C1C(=O)NCc1ccc2c(c1)OCO2 (configuration not stated)	-12.3	-21.6%	2.4%	2.3%	1.4	-7.0%	0.8	3.7%	4.2%
31	CC(=O)Nc1cccc(Oc2ccc([N+](=O)[O-])cc2Cl)c1	8.8	26.4%	-2.5%	0.1%	-1.0	21.6%	-8.1	-15.0%	1.1%
32	COc1ccc(Cl)cc1NC(=O)NCC1CCN(C(=O)OC(C)(C)C)CC1	95.4*	-7.4%	2.2%	0.2%	-0.7	1.9%	-4.1	6.6%	-3.2%
33	C=CCn1cc(C(=O)OCC)c(=O)c2ccc(F)cc21	/	-4.7%	0.6%	-0.8%	/	-1.7%	-1.5	13.2%	-3.5%
34	CCOc1ccccc1C1C(C#N)=C(N)Nc2onc(-c3ccccc3)c21 (configuration not stated)	-5.0	12.5%	2.5%	-11.0%	0.6	-1.8%	2.7	31.1%[activator]	2.4%
35	CCN(CC)C(=S)Oc1c(Cl)cccc1Cl	-13.3	-16.7%	-8.3%	-3.3%	-0.4	12.3%	-1.0	i	-1.0%
36	COc1ccc(/C=N/NC(=O)c2ccncc2)cc1[N+](=O)[O-]	-3.3	20.9%[11.4 µM]	-13.8%	5.6%	/	-6.3%	1.1	0.3%	-2.0%
37	CC(=O)Nc1cc(-c2ccccc2CN(C)C)cn2c(-c3ccc(C(C)=O)cc3)cnc12	/	/	/	?	/	/	-3.0	-18.2%	1.0%
38	COc1c2ccoc2nc2c(OC)c(O)ccc12	/	-0.1%	0.9%	1.7%	/	0.9%	3.7	-10.0%	-1.6%
39	CCOC(=O)C1=C(C)Nc2sc(C(=O)c3ccc(F)cc3)c(N)c2C1c1ccc(C(=O)OC)cc1 (configuration not stated)	-0.1	?	-1.7%	-4.8%	0.8	3.4%	2.3	-20.2%	-4.4%
40	Cc1c(NC(=O)c2ccc3nsnc3c2)cccc1[N+](=O)[O-]	-7.6	0.1%	4.7%	2.0%	-0.1	6.8%	-14.1	-9.1%	-0.9%
41	COc1ccc(C(=O)Nc2cc(=O)[nH]c3ncnn23)cc1	11.7	-5.3%[56.9 µM]	4.5%	-2.2%	0.5	4.8%	-2.3	-14.8%	-0.3%
42	COc1ccc(C(=O)NNC(=O)C2CCCN(C3CC(=O)N(c4ccccc4)C3=O)C2)cc1 (configuration not stated)	-6.3	-7.5%	-6.0%	1.4%	/	4.5%	0.5	189.3%[activator]	-3.5%
43	COc1ccccc1CNS(=O)(=O)c1c(C(=O)N2CCCCC2)c(C)n(C)c1C	30.1*	1.4%[11.4 µM]	18.9%	-1.0%	0.1	0.9%	-3.2	1.7%	-2.3%

Assay outcomes from PubChem BioAssay.
